mIDH1 inhibitor = blocks human mutant IDH1 R132H enzyme; IDH1-R132H enzyme, NADPH consumption, diaphorase/resazurin fluorescence; Potency, µM (titrated, usually from 76.6 µM), inactives show at the highest dose activity change, negative = inhibition, usual class: inhibitors; O75874; 0.093% of 390,000 active; also: potency is read from the fitted curve at half-maximal effect; % is scaled to controls: 0 for no effect and ±100 for the full control effect; nearly all actives have a fitted effect of over 65% in size
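IDH1-R132H (0.5 ug/mL) preincubated 30 min with compound, then NADPH (0.016 mM) and alpha-KG (2 mM) added; 80 min at RT, pH 7.5. Remaining NADPH coupled via diaphorase/resazurin to fluorescence (540/590 nm); concentration-response curves normalized to no-enzyme control.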
USP1 inh = USP1/UAF1 (human) deubiquitinase inhibition; recombinant USP1/UAF1, Ub-Rhodamine cleavage fluorescence; O94782; Potency, µM (highest dose often 57.1 µM), for inactives: at the highest dose activity change, negative = inhibition, most hits filed as inhibitors; 0.23% of 390,000 active; also: potency is read from the fitted curve at half-maximal effect; % is scaled to controls: 0 for no effect and ±100 for the full control effect; nearly all actives have a fitted effect of over 60% in size; inactives centre near -12
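In this screen, compounds sit with the deubiquitinase complex (1nM) for 15 min at room temperature before Ub-Rho is added at 150nM final. Fluorescence rise is then followed for 6 reads every 60 seconds.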
rTrxR1 inhibitor = rat TrxR1 inhibition | recombinant rTrxR1, NADPH fluorescence consumption, selenite substrate | Potency, µM (highest dose often 114 µM), inactives show at the highest dose activity change, negative = inhibition, most hits filed as inhibitors | 1% of 390,000 active | AID 588453; also: potency is read from the fitted curve at half-maximal effect; % is scaled to controls: 0 for no effect and ±100 for the full control effect; nearly all actives have a fitted effect of over 65% in size
Target sequence (O89049 whole entry, looked up): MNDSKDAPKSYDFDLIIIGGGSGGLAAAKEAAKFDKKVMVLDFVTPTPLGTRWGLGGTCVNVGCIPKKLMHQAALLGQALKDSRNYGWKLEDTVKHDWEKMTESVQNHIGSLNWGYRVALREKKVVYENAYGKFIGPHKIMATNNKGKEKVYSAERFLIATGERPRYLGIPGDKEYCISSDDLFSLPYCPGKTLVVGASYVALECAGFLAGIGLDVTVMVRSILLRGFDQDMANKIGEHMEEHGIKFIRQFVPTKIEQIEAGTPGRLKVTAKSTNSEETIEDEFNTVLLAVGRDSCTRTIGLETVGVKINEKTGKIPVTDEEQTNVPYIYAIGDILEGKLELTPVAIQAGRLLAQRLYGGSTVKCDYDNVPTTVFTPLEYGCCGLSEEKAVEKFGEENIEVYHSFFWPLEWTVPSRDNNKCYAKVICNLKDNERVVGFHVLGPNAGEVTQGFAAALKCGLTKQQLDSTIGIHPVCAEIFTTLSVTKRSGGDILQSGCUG
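Rat TrxR1 (90 nM in the dispensed reagent) was pre-reduced with 400 uM NADPH for 5 min at room temperature, then incubated with compound for 15 min. After 400 uM selenite was added, NADPH fluorescence (Ex 340/Em 450 nm) was followed for 8 min.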
GLS inhibitor = blocks human kidney-isoform glutaminase activity; O94925; GLS enzymatic activity, qHTS titration; Potency, µM (highest dose often 45.5 µM), for the others: at the top dose activity change, negative = inhibition, actives largely listed as inhibitors; 0.21% of 410,000 active; also: potency is read from the fitted curve at half-maximal effect; % is scaled to controls: 0 for no effect and ±100 for the full control effect
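Human kidney-isoform GLS in 45 mM KH2PO4 pH 8.2, 0.02% Tween-20, with compound, started with 1mM L-Glutamine (added stock). Glutamate oxidase/HRP/Amplex red coupled fluorescence read at start and after 30 min at RT.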
PGK inhibitor = T. brucei PGK inhibition. P07378. PGK/GAPDH coupled, Kinase-Glo luminescence, 60 min. Potency, µM (highest dose often 57.5 µM), for the others: at the highest dose activity change, negative = inhibition, usual class: inhibitors. 0.043% of 380,000 active; also: potency is read from the fitted curve at half-maximal effect; % is scaled to controls: 0 for no effect and ±100 for the full control effect; nearly all actives have a fitted effect of over 60% in size
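Recombinant glycosomal PGK reaction used 1,3-bisphosphoglycerate generated in-well by GAPDH (100nM final) in 100mM TEA pH 7.6, 5mM MgCl2, 0.01% Tween-20. After 60 minutes at room temperature, ATP was read by Kinase-Glo Plus luminescence end-point.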
TrxR1 substrate = rat thioredoxin reductase 1 substrate activity; purified TrxR1 substrate turnover, NADPH consumption readout; Potency, µM (highest dose often 114 µM), inactives show at the highest dose activity change, negative = substrate turnover; 0.01% of 390,000 active; AID 588456; also: potency is read from the fitted curve at half-maximal effect; % is scaled to controls: 0 for no effect and ±100 for the full control effect; nearly all actives have a fitted effect of over 50% in size
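Rat TrxR1, dispensed at 90 nM, was prereduced with 400 uM NADPH (final) for 5 min at ~22 deg C, then incubated with compound 15 min before 400 uM selenite. A first-read NADPH fluorescence drop versus no-compound background flagged substrates.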
Pin1 inh = human Pin1 inhibition. 0.009% of 390,000 active. Potency, µM (top dose mostly 115 µM), for the others: at the highest dose activity, negative = inhibition, usual class: inhibitors. Pin1 FP peptide displacement, HiFluor488, 10 min; active = well fitted inhibition curve with a large enough effect in the polarisation, with a control signal flat, not every such curve was filed as active; inconclusive = small, poorly fitted or top-dose-only effect, or effect the other way, or a change in a side signal; inactive = no such curve, though single readings can be large or run the other way; the % refers to the polarisation; also: potency is read from the fitted curve at half-maximal effect; % is scaled to controls: 0 for no effect and ±100 for the full control effect
HP1b binding inh = HP1-beta chromodomain-methylated histone interaction inhibition. AlphaScreen HP1-beta / biotin-H3K9me3 peptide binding. Potency, µM (top dose mostly 114 µM), without a hit: at the top dose activity change, negative = inhibition, hits mostly inhibitors. 0.56% of 390,000 active; also: potency is read from the fitted curve at half-maximal effect; nearly all actives have a fitted effect of over 70% in size; inactives centre near 23
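Compound inhibition of the preformed complex between 50 nM HP1-beta and 50 nM biotinylated H3K9me3 peptide was read by AlphaScreen. Buffer was PBS pH 7.4 with 0.01% Tween-20. Incubations ran 30 min at room temperature, with 10 ug/mL donor/acceptor beads.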
PI4K2A inh = inhibitors of human PI4K2A. AID 1346378. activity change, negative = inhibition, % at 76.9 µM. 0.13% of 420,000 active. Q9BTU6. purified PI4K2A, ADP-Glo luminescence, 1 h; active compounds read low; in the data active = activity change below about -50%; inconclusive = mostly about -30% to -49%;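 also: -100% = wells without enzyme as full effect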
Target sequence (Q9BTU6 whole entry, looked up): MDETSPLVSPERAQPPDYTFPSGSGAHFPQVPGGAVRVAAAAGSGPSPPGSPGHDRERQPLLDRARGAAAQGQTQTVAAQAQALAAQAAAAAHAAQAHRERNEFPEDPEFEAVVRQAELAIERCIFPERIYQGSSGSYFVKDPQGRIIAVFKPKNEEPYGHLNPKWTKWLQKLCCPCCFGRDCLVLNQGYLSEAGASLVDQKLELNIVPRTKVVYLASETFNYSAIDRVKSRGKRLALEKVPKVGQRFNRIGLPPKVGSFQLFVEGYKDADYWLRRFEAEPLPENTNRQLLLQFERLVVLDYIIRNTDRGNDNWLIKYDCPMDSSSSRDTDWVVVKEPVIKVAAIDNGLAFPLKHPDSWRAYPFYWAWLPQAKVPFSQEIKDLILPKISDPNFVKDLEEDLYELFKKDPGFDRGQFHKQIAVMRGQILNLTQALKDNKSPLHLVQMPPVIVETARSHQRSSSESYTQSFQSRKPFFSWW
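PI4K2A activity was measured by ADP-Glo luminescence: enzyme (4 ug/mL stock) and phosphatidylinositol (1.2 mM stock) in Tris pH 7.5/MgCl2/EGTA/Triton X-100 buffer were reacted with ATP (300 microM stock) for one hour at ambient temperature.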
* marks the source's active call; other numbers are inactive results; [ ] = another dose, or the depositor's remark. Unless noted, calls follow the shape of the dose curve; as a rule, active = well fitted curve in the direction sought with a large enough effect; inconclusive = small, poorly fitted or top-dose-only effect, or another doubt; inactive = no such curve, though single readings can be large; an effect the other way counts as inactive or inconclusive. These rows are one share of the data; count on the stated rates, not on these rows.

How did Cc1ccc(S(=O)(=O)N(Cc2ccc(C(F)(F)F)cc2)C(=O)N2CCN(C)CC2)cc1 do in these assays?
mIDH1 inhibitor: -2%; USP1 inh: -15%; rTrxR1 inhibitor: 21%; GLS inhibitor: -1%; PGK inhibitor: -5%; TrxR1 substrate: 11%; Pin1 inh: 1%; HP1b binding inh: 24%; PI4K2A inh: 1

How did Cc1cccc(OC(=O)CSc2nnc(-c3cccs3)o2)c1C do in these assays?
mIDH1 inhibitor: 2%; USP1 inh: -7%; rTrxR1 inhibitor: 14%; GLS inhibitor: -2%; PGK inhibitor: -3%; TrxR1 substrate: 0%; Pin1 inh: -1%; HP1b binding inh: 33%; PI4K2A inh: 2

What do the screens show for `O=C(CSc1nccc(=O)[nH]1)Nc1ccc(Oc2ccccc2)cc1`?
mIDH1 inhibitor: -3%; USP1 inh: -10%; rTrxR1 inhibitor: 26%; GLS inhibitor: 3%; PGK inhibitor: inactive; TrxR1 substrate: 2%; Pin1 inh: -2%; HP1b binding inh: 27%; PI4K2A inh: -6

What do the screens show for `CCOC(=O)CSc1nc(C)cc(Oc2ccc(=O)n(C)n2)n1`?
mIDH1 inhibitor: 9%; USP1 inh: -16%; rTrxR1 inhibitor: 38%[activator]; GLS inhibitor: 0%; PGK inhibitor: -10%; TrxR1 substrate: 8%; Pin1 inh: -6%; HP1b binding inh: 26%; PI4K2A inh: 4

What do the screens show for `CCOC(=O)N1CCN(C(=O)CCN2C(=O)/C(=C\c3ccccc3OC)SC2=S)CC1`?
mIDH1 inhibitor: 7%; USP1 inh: -13%; rTrxR1 inhibitor: -2%; GLS inhibitor: 1%; PGK inhibitor: -9%; TrxR1 substrate: -4%; Pin1 inh: inconclusive; HP1b binding inh: 26%; PI4K2A inh: -2

How did CCOc1ccccc1NC(=O)CSc1ccc(-c2ccco2)nn1 do in these assays?
mIDH1 inhibitor: 9%; USP1 inh: -2%; rTrxR1 inhibitor: 35µM*; GLS inhibitor: 8%; PGK inhibitor: 0%; TrxR1 substrate: -3%; Pin1 inh: 1%; HP1b binding inh: 6%; PI4K2A inh: -6

What do the screens show for `Cc1cccc(NCc2ccccc2O)c1`?
mIDH1 inhibitor: 3%; USP1 inh: -17%; rTrxR1 inhibitor: -2%; GLS inhibitor: 15%; PGK inhibitor: -5%; TrxR1 substrate: -5%; Pin1 inh: 2%; HP1b binding inh: -7%; PI4K2A inh: 4

What do the screens show for `O=C(CNC(=O)c1ccccc1F)NNC(=O)c1ccccc1O`?
mIDH1 inhibitor: -11%; USP1 inh: -4%; rTrxR1 inhibitor: -1%[57.1 µM]; GLS inhibitor: 22%; PGK inhibitor: 0%; TrxR1 substrate: 7%[57.1 µM]; Pin1 inh: 4%; HP1b binding inh: 56%[activator]; PI4K2A inh: -1

What do the screens show for `COc1cc(C2C(C(C)=O)=C(C)Nc3ncnn32)ccc1O` (centres undefined)?
mIDH1 inhibitor: -2%; USP1 inh: -18%; rTrxR1 inhibitor: 7%[57.1 µM]; GLS inhibitor: 20%; PGK inhibitor: 0%; TrxR1 substrate: -7%; Pin1 inh: 1%; HP1b binding inh: 28%; PI4K2A inh: 0

Results for Cc1ccc2nc3c(cc2c1)c(NC(=O)c1ccco1)nn3CC(C)C ?
mIDH1 inhibitor: 4%; USP1 inh: -1%; rTrxR1 inhibitor: 12%[57.1 µM]; GLS inhibitor: -3%; PGK inhibitor: 0%; TrxR1 substrate: 12%[57.1 µM]; Pin1 inh: 13%; HP1b binding inh: 30%; PI4K2A inh: 5

Results for CCOC(=O)C1CCN(c2c(NCCCN(CC)c3ccccc3)c(=O)c2=O)CC1 ?
mIDH1 inhibitor: -2%; USP1 inh: 9%; rTrxR1 inhibitor: 8%; GLS inhibitor: 39%[activator]; PGK inhibitor: inactive; TrxR1 substrate: -4%; Pin1 inh: -2%; HP1b binding inh: 6%; PI4K2A inh: -5

What do the screens show for `Cc1cc(C(=O)NC2CC(C)(C)Cc3c2cnn3-c2ccc(F)cc2)no1` (centres undefined)?
mIDH1 inhibitor: -1%; USP1 inh: -6%; rTrxR1 inhibitor: 4%; GLS inhibitor: -2%; PGK inhibitor: 11%; TrxR1 substrate: -1%; Pin1 inh: -1%; HP1b binding inh: 49%[activator]; PI4K2A inh: -1

How did COC(=O)c1c[nH]n2c(=O)c(C(C)C)c(C)nc12 do in these assays?
mIDH1 inhibitor: 10%; USP1 inh: -17%; rTrxR1 inhibitor: 3%; GLS inhibitor: -4%; PGK inhibitor: inactive; TrxR1 substrate: 2%; Pin1 inh: -8%; HP1b binding inh: 49%[activator]; PI4K2A inh: 3

How did Cc1ccc(Cl)cc1Nc1nn2c(=O)c3ccc(C(=O)NC4CCCCC4)cc3nc2s1 do in these assays?
mIDH1 inhibitor: -5%; USP1 inh: -12%; rTrxR1 inhibitor: -1%; GLS inhibitor: -2%; PGK inhibitor: -3%; TrxR1 substrate: -2%; Pin1 inh: -1%; HP1b binding inh: 1%; PI4K2A inh: 0

Results for Cc1ccc(NS(=O)(=O)c2ccc(NC(=O)c3ccccc3C(=O)O)cc2)c(C)c1 ?
mIDH1 inhibitor: 1%; USP1 inh: -12%; rTrxR1 inhibitor: -15%; GLS inhibitor: -5%; PGK inhibitor: -9%; TrxR1 substrate: -10%; Pin1 inh: 7%; HP1b binding inh: 36%; PI4K2A inh: -1

Among those listed so far, 2 have an NH in an aromatic ring.
What do the screens show for `O=C(CSc1nccc(=O)[nH]1)Nc1ccc(Oc2ccccc2)cc1`?
mIDH1 inhibitor: -3%; USP1 inh: -10%; rTrxR1 inhibitor: 26%; GLS inhibitor: 3%; PGK inhibitor: inactive; TrxR1 substrate: 2%; Pin1 inh: -2%; HP1b binding inh: 27%; PI4K2A inh: -6

How did COC(=O)c1c[nH]n2c(=O)c(C(C)C)c(C)nc12 do in these assays?
mIDH1 inhibitor: 10%; USP1 inh: -17%; rTrxR1 inhibitor: 3%; GLS inhibitor: -4%; PGK inhibitor: inactive; TrxR1 substrate: 2%; Pin1 inh: -8%; HP1b binding inh: 49%[activator]; PI4K2A inh: 3

(listing goes on)
Results for CCOCc1c(C(=O)Nc2ccc3nc(N4CCOCC4)sc3c2)oc2ccccc12 ?
mIDH1 inhibitor: 2%; USP1 inh: 0%; rTrxR1 inhibitor: -16%; GLS inhibitor: -13%; PGK inhibitor: -4%; TrxR1 substrate: 5%; Pin1 inh: 14%; HP1b binding inh: 37%; PI4K2A inh: 5

How did O=C1C2C(C(=O)N1/N=C/c1cc(Br)cc([N+](=O)[O-])c1O)C1C=CC2C12CC2 (centres undefined) do in these assays?
mIDH1 inhibitor: -4%; USP1 inh: -13%; rTrxR1 inhibitor: -21%; GLS inhibitor: 15%; PGK inhibitor: -7%; TrxR1 substrate: -18%; Pin1 inh: -9%; HP1b binding inh: inconclusive; PI4K2A inh: -14

What do the screens show for `O=c1c2ccccc2nc(-c2ccco2)n1Cc1ccccc1`?
mIDH1 inhibitor: 3%; USP1 inh: -16%; rTrxR1 inhibitor: inconclusive; GLS inhibitor: -14%; PGK inhibitor: -14%; TrxR1 substrate: 2%; Pin1 inh: 3%; HP1b binding inh: 24%; PI4K2A inh: 1

What do the screens show for `CC(=O)Nc1ccc(OCC=C(Cl)Cl)cc1`?
mIDH1 inhibitor: 2%; USP1 inh: 0%; rTrxR1 inhibitor: 10%; GLS inhibitor: 1%; TrxR1 substrate: 4%[57.1 µM]; Pin1 inh: -1%; HP1b binding inh: 29%; PI4K2A inh: 7

What do the screens show for `O/N=C/c1cn(-c2ccc(Cl)cc2)nn1`?
mIDH1 inhibitor: 5%; USP1 inh: -30%; rTrxR1 inhibitor: 16%[57.1 µM]; GLS inhibitor: -8%; PGK inhibitor: -6%; TrxR1 substrate: 9%[57.1 µM]; Pin1 inh: -3%; HP1b binding inh: 33%; PI4K2A inh: 5

Results for COc1ccc(C2C(=O)N(C3CCCCC3)CC(=O)N2CCc2ccc(C)cc2)cc1OC (centres undefined) ?
mIDH1 inhibitor: -16%; USP1 inh: 18%; rTrxR1 inhibitor: 12%[57.1 µM]; GLS inhibitor: -4%; PGK inhibitor: 3%; TrxR1 substrate: -2%[57.1 µM]; Pin1 inh: 1%; HP1b binding inh: 32%; PI4K2A inh: 0

What do the screens show for `Cc1ccc(C)c(NC(=S)N2CCC(NC(=O)c3ccco3)CC2)c1`?
mIDH1 inhibitor: -5%; USP1 inh: -19%; rTrxR1 inhibitor: -4%; GLS inhibitor: 14%; PGK inhibitor: 4%; TrxR1 substrate: -2%; Pin1 inh: -2%; HP1b binding inh: 19%; PI4K2A inh: 2

How did O=C(NCc1ccc2c(c1)OCO2)c1cccc(F)c1 do in these assays?
mIDH1 inhibitor: 6%; USP1 inh: -11%; rTrxR1 inhibitor: 0%; GLS inhibitor: -2%; PGK inhibitor: 0%; TrxR1 substrate: 2%; Pin1 inh: -4%; HP1b binding inh: 39%[activator]; PI4K2A inh: -16

How did CCN(CC)c1ccc(NC(=O)c2cccc(F)c2)c(C)c1 do in these assays?
mIDH1 inhibitor: 6%; USP1 inh: -21%; rTrxR1 inhibitor: 12%; GLS inhibitor: 23%; PGK inhibitor: -6%; TrxR1 substrate: -1%; Pin1 inh: -2%; HP1b binding inh: -17%; PI4K2A inh: -3
